Screening results deposited in PubChem BioAssay by several laboratories.
Y pestis TopoI: blocks Yersinia pestis topoisomerase I activity. Y. pestis Topo-I cleavage product accumulation, plate reader. activity, % at 10 µM. actives 0.064% (n = 360,000). AID 504884; in the data active = activity above about 50%, passing the limit was not always enough; inconclusive = no clear call, values can overlap the other calls; also: inactives centre near 2
BoNT F protease: BoNT F light chain protease inhibition | actives 0.22% (n = 360,000) | AID 588497 | inhibition, % at 10 µM | Multiplex microsphere protease cleavage assay, flow cytometry; in the data active = inhibition above about 35%, passing the limit was not always enough; inconclusive = no clear call, values can overlap the other calls; also: plate controls were buffer without enzyme for full effect and enzyme alone for no effect
TcdB GH inh: inhibitors of Clostridioides difficile toxin B glycohydrolase; TcdB glycohydrolase enzymatic assay, plate reader; inhibition, % at 9.99 µM; actives 0.24% (n = 350,000); in the data active = inhibition above about 10%
PfHsp40 yeast: rescue of PfHsp40-mediated yeast toxicity | actives 0.68% (n = 340,000) | growth rescue, % at 12.5 µM | S. cerevisiae expressing PfHsp40, growth rescue, ATP luminescence | AID 504582; in the data active = growth rescue above about 28%, passing the limit was not always enough; inconclusive = no clear call, values can overlap the other calls;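 also: yeast W303a lacking pdr1 and pdr3 grown in galactose medium; growth measured after three days at 30 °C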
FadD28 binding: M. tuberculosis FadD28 bisubstrate binding inhibition. FadD28 bisubstrate probe binding, fluorescence polarization. inhibition, % at 12.5 µM. AID 588549. actives 0.22% (n = 360,000); in the data active = inhibition above about 8.5%, passing the limit was not always enough; inconclusive = no clear call, values can overlap the other calls
PrPC TRFRET: inhibitors of human cell surface prion protein PrPC | TR-FRET read-out | inhibition, % at 13.8 µM | actives 0.43% (n = 370,000) | AID 720596 | P04156; in the data active = inhibition above about 24%; also: 0% = median of the test wells and 100% = reference compound wells
BoNT A protease: BoNT A light chain protease inhibition. multiplex microsphere protease substrate cleavage, flow cytometry. inhibition, % at 10 µM. actives 0.17% (n = 360,000). AID 588499; also: plate controls were buffer without enzyme for full effect and enzyme alone for no effect
Anthrax LF prot: anthrax lethal factor protease inhibition. P15917. multiplex microsphere protease cleavage assay, LF. inhibition, % at 10 µM. actives 0.12% (n = 360,000). AID 588501; also: plate controls were buffer without enzyme for full effect and enzyme alone for no effect
CCHFV vOTU inh: CCHFV vOTU protease inhibition; inhibition, % at 11.5 µM; AID 651958; Pep-AMC fluorescence; actives 0.55% (n = 370,000); in the data active = inhibition above about 30%; also: 0% = vehicle wells with enzyme and 100% = no enzyme wells
* = called active by the depositor; ? = inconclusive; nt = not tested or not shown. Rule as the data show it, unless noted: active = inhibition above about 30%; inconclusive = no clear call, values can overlap the other calls; inactive = below that.

Screens in order: FadD28 binding	Y pestis TopoI	PfHsp40 yeast	PrPC TRFRET	BoNT A protease	Anthrax LF prot	TcdB GH inh	CCHFV vOTU inh	BoNT F protease
1. O=S1(=O)CCN(Cc2cccc(Cl)c2)CC1
→ -2.3	-5	0.5	0	-0.2	-2	nt	6	-1
2. O=C(O)CSc1nnc(CNc2cccc(C(F)(F)F)c2)n1Cc1ccco1
→ -4.3	3	-0.1	4	-0.5	1	nt	9	-16
3. Cc1nn(CC(=O)NCc2ccc(C(=O)O)cc2)c(C)c1[N+](=O)[O-]
→ -0.1	-5	nt	-1	-0.1	8	0.3	3	6
4. O=[N+]([O-])C1=CC=C2C(=NC3(CCCCC3)N2O)C1=NCCc1ccccc1
→ -2.3	-13	-0.3	1	0.2	-9	0.4	-5	-1
5. COC(=O)c1ccc(C(=O)OC)c(NC(=S)N2CCCC2)c1
→ 0.0	-1	-1.0	-8	-0.8	-8	-0.2	6	12
6. c1ccc2c3c([nH]c2c1)C1(CCNCC1)NCC3
→ -1.7	-1	0.7	-5	?	-24	-1.3	-7	nt
7. O=C(O)C1OCC2(CO1)COC(C(=O)O)OC2 (stereo not drawn)
→ -1.4	0	-1.0	5	-0.6	-4	-0.1	-8	1
8. Cc1ccc(S(=O)(=O)Cc2c(C)noc2C)cc1
→ -1.6	-2	-1.8	4	-1.4	-10	-0.1	-23	-4
9. CC(C)C[C@@H](CSc1ccc(Br)cc1)N1CCN(CC(C)C)CCC1=O
→ -1.6	37	0.0	0	-0.7	5	2.1	18	-7
10. CCC1C(=O)N=C(SCC(=O)Nc2ccc(C(=O)OC)cc2)NC1=O (stereo not drawn)
→ -4.4	1	-1.1	-1	0.0	-9	nt	-6	-6
11. c1ccc(Nc2nc(Nc3ccccc3)nc(N3CCNCC3)n2)cc1
→ -5.1	-4	1.2	-2	nt	nt	-0.8	-8	nt
12. C/C(=N\NC(=O)c1cccc2ccccc12)c1cccnc1
→ -1.3	-9	-1.3	2	-2.8	-2	4.1	4	-10
13. Cc1ccnc(NS(=O)(=O)c2ccc(NS(=O)(=O)c3ccc(Br)cc3)cc2)n1
→ -0.1	-7	-1.3	-3	-0.7	-2	2.5	-4	3
14. COc1ccc(/C=C2\SC(=S)N(CCCC(=O)Nc3ccc(C(=O)O)cc3)C2=O)cc1OC
→ -5.2	7	-0.7	-17	-0.4	3	0.7	21	8
15. O=C(CN1CCN(Cc2ccc3c(c2)OCO3)CC1)Nc1ccc(F)cc1
→ -2.4	7	-0.4	-8	-0.4	-3	nt	-5	-14
16. O=C(c1ccccc1)c1ccc(CN2C(=O)c3ccccc3C2=O)o1
→ -1.6	13	0.4	-2	?	-3	0.4	14	0
17. CCSc1ncc(Cl)c(C(=O)N(Cc2ccc(N(C)C)cc2)C2CCS(=O)(=O)C2)n1 (stereo not drawn)
→ -0.7	-16	0.1	2	1.3	8	nt	0	6
18. Cc1cc(Cl)ccc1C(O)c1ncc(-c2cccc(C(F)(F)F)c2)[nH]1 (stereo not drawn)
→ -2.1	1	nt	5	-0.1	2	0.6	18	3
19. Cc1ccc2c(c1)N(Cc1ccccc1)C(=O)C(C)S2 (stereo not drawn)
→ -1.1	4	nt	8	0.1	9	1.2	3	-5
20. O=C(CCNC(=O)c1ccc(Br)cc1)Nc1ccc(S(=O)(=O)Nc2ncccn2)cc1
→ -1.6	-1	-2.1	2	-2.5	-3	1.5	-8	4
21. CC(C)(C)OC(=O)N1CCOCCOCCN(C(=O)OC(C)(C)C)CCOCC1
→ -1.2	6	0.4	-1	-0.5	1	nt	-14	9
22. COc1ccnc2c1c(=O)n(Cc1ccccc1Cl)c(=O)n2C
→ -4.2	-11	-0.8	8	1.0	-2	-1.4	-2	1
23. CC1=CC(=O)C(C(C)C)=C/C1=C(\c1cc(C(C)C)c(OP(=O)(O)O)cc1C)c1ccccc1C(=O)O
→ -17	4	4.6	14	1.0	1	-1.8	18	7
24. C#CC(C)(C)NC(=S)NC1CC2C=CC1C2 (stereo not drawn)
→ -0.7	-6	-1.2	9	-1.0	5	0.7	-10	-2
25. CCOc1ccc(C2CC(=O)NC2=O)cc1 (stereo not drawn)
→ 1.4	7	-1.3	-4	-10	5	-0.9	-9	-34
26. O=C(O)c1ccc(Nc2cnc3ccccc3n2)cc1
→ -0.8	1	-0.5	-6	-0.4	0	0.5	5	-2
27. COc1ccc(C)cc1-n1nnnc1SCC(=O)NC1CCS(=O)(=O)C1 (stereo not drawn)
→ -3.0	3	0.4	6	0.4	7	-0.5	-4	-4
28. Oc1ccc(Br)cc1-c1nc2cnccn2c1NC1CCCC1
→ -17	15	9.4	-2	0.7	-1	nt	-16	-11
29. CC(=O)c1c(C)[nH]c(C(=O)CSc2nnc(-c3cccs3)n2Cc2ccccc2)c1C
→ -4.7	39	0.0	8	0.3	-2	nt	3	-7
30. CCOc1ccc(CNC(=O)CCS(=O)(=O)Cc2ccccc2C)cc1OC
→ -0.3	-3	-1.0	3	-2.0	-5	1.8	13	-5

The list goes on; the last 3 above are carried over.
Screens in order: FadD28 binding	Y pestis TopoI	PfHsp40 yeast	PrPC TRFRET	BoNT A protease	Anthrax LF prot	TcdB GH inh	CCHFV vOTU inh	BoNT F protease
28. Oc1ccc(Br)cc1-c1nc2cnccn2c1NC1CCCC1
→ -17	15	9.4	-2	0.7	-1	nt	-16	-11
29. CC(=O)c1c(C)[nH]c(C(=O)CSc2nnc(-c3cccs3)n2Cc2ccccc2)c1C
→ -4.7	39	0.0	8	0.3	-2	nt	3	-7
30. CCOc1ccc(CNC(=O)CCS(=O)(=O)Cc2ccccc2C)cc1OC
→ -0.3	-3	-1.0	3	-2.0	-5	1.8	13	-5
31. Cn1cnnc1SCC(=O)Nc1ccc(Br)cc1F
→ 0.7	10	0.1	-4	-0.3	-3	nt	-2	-1
32. CCOc1ccccc1CN1CCN(C2CCN(c3ccccc3F)CC2)CC1CCO (stereo not drawn)
→ -1.8	13	-1.3	-4	0.3	-1	1.9	-5	-2
33. Cc1ccc2c(c1)c(C)c(C)n2CC(O)Cn1nc(C)cc1C (stereo not drawn)
→ -0.7	9	-0.9	-4	0.6	3	nt	4	-17
34. Cc1cccc(CN2CCN(C3CN(Cc4cn(Cc5ccccc5F)nn4)S(=O)(=O)C3)CC2)c1 (stereo not drawn)
→ -0.6	nt	nt	-8	-0.2	1	1.0	-10	6
35. Cc1ccc(-c2nn(-c3ccccc3)cc2CSC(=N)N)cc1
→ -6.2	-23	0.4	-9	1.1	1	nt	6	-18
36. Cc1ccc(-n2c(Cc3cccn3C)nnc2SCC(N)=O)cc1
→ -0.2	0	-0.9	-4	-0.6	-6	1.7	6	0
37. CN1C(=O)NC(c2ccccc2)C2=C1CN(Cc1ccco1)C2=O (stereo not drawn)
→ -2.2	1	2.8	-1	-0.2	1	-0.4	-5	-8
38. CCN(CC)C(=O)Cn1c(=O)n(-c2ccc(CC(=O)NCc3ccccc3)cc2)c(=O)c2sccc21
→ -3.0	2	-0.1	1	-0.6	-7	0.9	3	2
39. CC(=O)N1CCCN(Cc2cn(-c3ccc(C)cc3)nc2-c2cccc(C)c2)CC1
→ -2.5	23	0.8	-12	-1.2	-4	2.9	-1	3
40. CCOC(=O)c1cnc2c(C(=O)OC)cccc2c1NCCN1CCOCC1
→ -0.9	8	-0.3	-1	?	-3	nt	0	3
41. CC(Sc1nc2ccccc2c(=O)n1CC1CCCO1)C(=O)Nc1ccc(S(N)(=O)=O)cc1 (stereo not drawn)
→ -0.6	-7	2.1	1	1.6	11	-0.2	-5	0
42. C=CCNc1nc(N(c2ccccc2)c2ccccc2)nc(-n2ccnc2)n1
→ -3.1	22	-1.2	-5	-2.7	0	nt	-5	-6
43. COCCN(CCOC)Cc1cc(=O)oc2cc(C)cc(C)c12
→ -1.7	nt	nt	-5	-0.1	-1	-0.1	-2	-1
44. N#Cc1cccnc1N1CCN(C(=O)c2ccccc2)CC1
→ -1.0	-2	0.5	-5	-2.1	3	-1.6	-8	-6
45. COc1cccc(CCc2nc3ccccc3c(=O)n2N)c1
→ -1.7	2	0.3	4	-0.6	3	2.6	-10	-3
46. CCC(=O)N(C1=C(NC(C)C)C(=O)c2ccccc2C1=O)C(C)C
→ 2.0	6	-1.2	-30	1.2	0	-1.0	47*	27
47. Cc1ccc(NC(=O)COC(=O)CCc2c(C)nc3nc(N)nn3c2C)cc1C
→ -1.4	4	1.3	9	1.9	0	-1.5	-9	-9
48. Cc1c2cnn(CC(=O)NCCCN3CCCCC3)c(=O)c2c(C)n1Cc1ccccc1
→ -5.2	9	-0.6	9	-0.8	-14	-2.3	9	-23
49. COc1cccc(CNC(=O)CCNC(=O)C2CCN(S(=O)(=O)c3ccc(F)cc3)CC2)c1
→ -1.0	-1	2.7	8	0.1	0	-1.3	-4	1
50. CCOC(=O)N1CCC(N2CCN(c3cc(C)ccc3C)CC2)CC1
→ 0.7	20	0.5	1	-1.2	-2	2.1	12	-15
51. COc1cc(CN2c3ccccc3C(=O)CS2(=O)=O)cc(OC)c1
→ -3.2	4	0.1	4	-0.4	-5	-0.1	13	-6
52. Cc1cc(N=Nc2ccc(Cl)cc2)cc(CN2CCCC2)c1O
→ -0.4	-13	-0.6	2	1.7	3	1.1	10	?
53. c1ccc(CNn2nnnc2-c2ccccc2)cc1
→ -1.7	9	0.5	-1	0.8	1	nt	-8	0
54. CCS(=O)(=O)Nc1c(C(=O)O)[nH]c2ccccc12
→ 0.5	0	1.6	0	-0.6	-3	nt	5	-6
55. Cc1cccc(NS(=O)(=O)c2ccc(C)c(C(=O)NCC(c3ccco3)N3CCCCC3)c2)c1 (stereo not drawn)
→ -2.2	17	-1.9	8	nt	nt	0.7	6	nt
56. CC1(C)CC(NC(=O)N2c3ccccc3Sc3ccccc32)CC(C)(C)N1
→ -1.1	-15	0.2	-6	-0.4	-4	1.2	-3	-4
57. COc1ccc(-c2oc(=O)n(C)c2-c2ccc(OC)cc2)cc1
→ -2.6	23	1.0	-2	7.3	7	0.0	-5	90*
58. CCc1nc(NCCO)c(C#N)c2c1CCCC2
→ -1.6	2	-0.6	-4	-0.3	-2	1.1	-18	-3
59. COc1ccc(CN2C(=O)CC(=O)NC2=S)cc1
→ 1.1	-3	5.4	3	-0.6	0	-0.3	6	-4
60. CCN(CC)C(=O)CSc1nc2ncc(Cl)cc2[nH]1
→ -3.9	0	1.1	-4	0.4	2	nt	13	4
61. Cn1cccc1/C=C1\SC(=O)N(c2ccc(O)cc2)C1=O
→ -0.9	-4	-0.1	-12	-1.8	2	nt	2	-10
62. O=S(=O)(Nc1cccnc1)c1ccc(Cl)c(C(F)(F)F)c1
→ -0.2	1	24	0	-0.5	-3	nt	-25	-6
63. Oc1ccc(Cl)cc1C1=NNC(c2ccc(Cl)cc2)C1 (stereo not drawn)
→ -2.8	-11	?	-2	-0.2	-1	-0.6	-18	-20
